Assay outcomes: PubChem, several laboratories
GPR55 LPI antagonism: GPR55 antagonists blocking LPI-driven arrestin recruitment, primary screen, imaging, U2OS, beta-arrestin-GFP, LPI agonist (AID 2013). U2OS GPR55 beta-arrestin-GFP translocation imaging, LPI antagonism; higher % means a stronger effect. one-dose inhibition, % at 10 µM; IC50 in µM for titrated hits. 290,000 tested, 0.13% active;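 active means spots per cell inhibited over 60%, with over 100 cells counted and total cytoplasm intensity under 500,000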;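 further: U2OS cells stably carrying GPR55 and arrestin-GFP stimulated by 5 µM LPI near EC80; imaged beta-arrestin-GFP aggregate spots per cell after agonist stimulation; plate controls were LPI-stimulated DMSO wells for no effect and DMSO wells without LPI for full effect; some results filed as inactive read as strong as hits; confirmed hits need IC50 under 10 µM and bright autofluorescent wells are also inconclusive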
Yfh1-off respiration: enhancers of respiration in Yfh1-depleted yeast, dose response, Friedreich's ataxia, plus single-dose screen (AID 1465); S. cerevisiae Yfh1-off respiration, WST-1 reduction, 72 h; higher fold induction means a stronger effect; one-dose fold induction at 50 µM; EC50 in µM for titrated hits; 220,000 tested, 0.074% active;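 active means fold induction of absorbance versus untreated yeast above a set limit, then at least 30% activation at any dose in follow-up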;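 further: activators that raise dye reduction in frataxin-depleted yeast; strong numbers were not always called active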
GPR35 antagonists: GPR35 antagonists blocking zaprinast-driven arrestin recruitment, primary screen, imaging, U2OS, beta-arrestin-GFP, zaprinast agonist (AID 2058). one-dose inhibition, % at 10 µM; IC50 in µM for titrated hits. G-protein coupled receptor 35 (Homo sapiens). U2OS GPR35 beta-arrestin-GFP translocation imaging, zaprinast antagonism; higher % means a stronger effect. 290,000 tested, 0.052% active;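 active means inhibition of at least 50% with at least 30 cells and total cytoplasm GFP at most 10,000,000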
NTR1 ag: agonists of NTR1, primary screen, imaging, U2OS cells, beta-arrestin-GFP, high content (AID 493036); Neurotensin receptor type 1 (Homo sapiens), P30989; NTR1-U2OS beta-arrestin-GFP spot imaging, agonist mode; activation, % at 20 µM; 330,000 tested, 0.17% active;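 active means activation at or above 40% of the spot to cytoplasm intensity ratio, with at least 20 cells analyzed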;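 further: 0% = DMSO without peptide and 100% = 100 nM NTR1 peptide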
Target sequence (P30989 whole entry, looked up): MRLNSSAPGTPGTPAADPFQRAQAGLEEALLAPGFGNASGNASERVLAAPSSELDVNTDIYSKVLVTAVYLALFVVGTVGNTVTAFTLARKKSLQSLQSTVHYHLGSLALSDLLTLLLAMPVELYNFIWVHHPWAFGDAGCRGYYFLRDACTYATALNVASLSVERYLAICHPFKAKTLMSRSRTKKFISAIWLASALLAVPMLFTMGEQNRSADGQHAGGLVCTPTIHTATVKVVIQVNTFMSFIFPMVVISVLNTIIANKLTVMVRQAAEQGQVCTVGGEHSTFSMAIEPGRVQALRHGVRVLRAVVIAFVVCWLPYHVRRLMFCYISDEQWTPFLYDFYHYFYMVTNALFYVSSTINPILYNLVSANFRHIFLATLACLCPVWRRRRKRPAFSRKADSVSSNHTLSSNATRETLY
AID2073: inhibitors of Mint1-CaV2.2 protein interaction, biochemical, HTRF (AID 2073) | 290,000 tested, 0.19% active | HTRF protein-protein interaction, Mint1-CaV2.2; higher % means a stronger effect | Voltage-dependent N-type calcium channel subunit alpha-1B (Homo sapiens) | inhibition, % at 20 µM; hits with a dose series show IC50 in µM; in the data active means inhibition mostly above about 51%, no sharp cut-off; further: some results filed as inactive read as strong as hits
Dengue-2 NS5 capping: Dengue-2 NS5 methyltransferase inhibitors, primary screen, biochemical, confirmation dose response (AID 588689); 340,000 tested, 0.3% active; Dengue-2 NS5 methyltransferase capping enzyme assay, biochemical; higher % means a stronger effect; one-dose inhibition, % at 25 µM; IC50 in µM for titrated hits; Genome polyprotein (Dengue virus type 2 (strain 16681-PDK53)); in the data active means a potency from the dose series
GPR55 beta-arrestin: GPR55 agonists via beta-arrestin recruitment, primary screen, imaging, U2OS cells, beta-arrestin-GFP redistribution (AID 1961). activation, % at 10 µM; hits with a dose series show EC50 in µM. U2OS GPR55 beta-arrestin-GFP redistribution imaging; higher % means a stronger effect. 290,000 tested, 0.048% active. G-protein coupled receptor 55 (Homo sapiens);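 active means activation above 40% with more than 50 cells counted in the well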;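 further: U2OS osteosarcoma cells stably expressing GPR55 and beta-arrestin-GFP; plate controls were DMSO negative control for no effect and LPI positive control for full effect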
Rac1 GTP hydrolysis: MgcRacGAP GTPase-activating activity inhibitors, confirmation, biochemical, ADP Hunter fluorescence; Rac GTPase-activating protein 1 (Homo sapiens); MgcRacGAP-stimulated Rac1 GTP hydrolysis, ADP Hunter fluorescence; higher % means a stronger effect; GST-tagged Rac1 F28L mutant substrate; inhibition, % at 30 µM; hits with a dose series show IC50 in µM; 340,000 tested, 0.6% active; AID 624330, 2012;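 active means first-screen hits whose inhibition reached a set limit at any dose in the follow-up dose series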;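 further: fluorescence reports GDP produced by GAP-driven GTP hydrolysis; strong numbers were not always called active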
Large T inhibition: SV40 large T antigen inhibitors, biochemical (AID 1903). SV40 large T antigen ATPase/helicase inhibition assay; higher % means a stronger effect. inhibition, % at 20 µM, or IC50 in µM where a hit was titrated. 310,000 tested, 0.39% active; in the data active means a potency from the dose series; further: strong numbers were not always called active
NTR1 ag cell count 20 µM: second read-out of NTR1 ag, no call of its own (marks repeat the call); cell count; measured here: cell count, cytotoxicity flag
Dengue-2 NS5 capping pilot replicate: also measured in Dengue-2 NS5 capping; calls as there; inhibition, %; measured here: pilot screen replicate inhibition
Active calls of the source: *; i = inactive; . = not tested or not shown.

SMILES	GPR55 LPI antagonism	Yfh1-off respiration	GPR35 antagonists	NTR1 ag	NTR1 ag cell count 20 µM	AID2073	Dengue-2 NS5 capping	GPR55 beta-arrestin	Rac1 GTP hydrolysis	Large T inhibition	others
CCc1nc2ccccc2c(=O)n1/N=C/c1ccc(OC)cc1	.	.	.	1.5	77	.	-0.8%	.	-4.2%	9.7%
CCCCOC(=O)Nc1ccc(C(=O)OC)cc1	-5.8%	i	-2.3%	4.2	69	0.0%	2.0%	0.1%	-1.0%	6.1%	Dengue-2 NS5 capping pilot replicate=0.0
COc1c(OC(C)=O)ccc(/C=N\NC(=O)c2ccc(Br)cc2)c1[N+](=O)[O-]	-4.7%	i	8.2%	-0.8	29	18.8%	96.5µM*	-0.1%	17.4%	24.8%
COc1ccccc1-n1c(C)cc(/C=C2\C(=N)N3N=C(CC(=O)N4CCOCC4)SC3=NC2=O)c1C	19.0%	.	1.5%	0.5	69	-3.2%	-16.8%	-0.2%	13.5%	17.4%
CCn1cc(C(=O)NCc2ccc(C)o2)c2cc(OC)c(OC)cc2c1=O	1.2%	i	11.7%	-1.0	52	3.0%	-1.6%	-0.1%	4.5%	11.3%
COc1cc(OC)cc(C(=O)Nc2nc(CC(=O)NC(C)c3ccccc3)cs2)c1 (stereo unspecified)	.	.	.	0.4	64	.	-0.7%	.	6.5%	4.0%
COc1ccccc1N1CCN(C(=O)CCC(=O)Nc2nnc(CC(C)C)s2)CC1	4.7%	.	12.1%	-1.7	69	1.9%	0.9%	-0.2%	11.0%	1.8%
COCCSc1ccccc1C(=O)Nc1nncs1	13.8%	i	-1.0%	-0.9	80	-3.6%	1.0%	-0.2%	-2.3%	5.5%
Cc1cccc(OCC(=O)Nc2ccc3c(c2)nc(CCN2CCN(C)CC2)n3C)c1	-1.1%	i	0.6%	-1.3	85	-9.0%	-8.9%	0.1%	13.6%	34.5%
CCCCNC(=O)c1nc2ncc(Br)cn2n1	-5.7%	i	-2.9%	1.8	54	-7.7%	-11.3%	-0.4%	0.8%	10.8%

3 structures out of the list, arranged by SMILES length, high to low:
SMILES	GPR55 LPI antagonism	Yfh1-off respiration	GPR35 antagonists	NTR1 ag	NTR1 ag cell count 20 µM	AID2073	Dengue-2 NS5 capping	GPR55 beta-arrestin	Rac1 GTP hydrolysis	Large T inhibition	others
CCn1cc(C(=O)NCc2ccc(C)o2)c2cc(OC)c(OC)cc2c1=O	1.2%	i	11.7%	-1.0	52	3.0%	-1.6%	-0.1%	4.5%	11.3%
CCc1nc2ccccc2c(=O)n1/N=C/c1ccc(OC)cc1	.	.	.	1.5	77	.	-0.8%	.	-4.2%	9.7%
CCCCNC(=O)c1nc2ncc(Br)cn2n1	-5.7%	i	-2.9%	1.8	54	-7.7%	-11.3%	-0.4%	0.8%	10.8%

(listing goes on)
SMILES	GPR55 LPI antagonism	Yfh1-off respiration	GPR35 antagonists	NTR1 ag	NTR1 ag cell count 20 µM	AID2073	Dengue-2 NS5 capping	GPR55 beta-arrestin	Rac1 GTP hydrolysis	Large T inhibition	others
O=C(Cc1ccc(Br)cc1)NC1CCCCC1	10.3%	i	-7.8%	-0.6	74	9.2%	-0.3%	-0.1%	6.5%	2.1%
O=[N+]([O-])c1ccc(O)c(Nc2ncnc3ccccc23)c1	-0.1%	i	-0.2%	2.7	44	12.4%	-1.6%	-0.1%	6.3%	15.0%
CCO[C@H]1OC(C(=O)NCc2nc3ccccc3[nH]2)=C[C@@H](C2CC2)[C@@H]1CCCO	-9.1%	i	1.2%	0.1	45	-6.7%	7.2%	0.1%	4.5%	1.8%
O=C1NC(=O)C(c2ccc(F)cc2)N1 (stereo unspecified)	-6.4%	.	8.5%	0.0	53	4.4%	-0.7%	-0.1%	-1.7%	-3.8%
COc1ccc(NC(=O)c2ccccc2-c2ccc(C(F)(F)F)cc2)cc1S(=O)(=O)N1CCOCC1	6.2%	i	6.4%	4.2	52	-0.5%	-4.5%	-0.3%	4.8%	-3.8%
CCC(C)NC(=O)c1ccccc1C(=O)NC(C)CC (stereo unspecified)	-3.7%	i	-6.2%	-1.5	73	-5.8%	-2.1%	-0.1%	-0.8%	8.0%
CCC(=O)Nc1nnc(CSCc2ccccc2)s1	-3.6%	i	3.4%	0.8	59	3.7%	-0.7%	-0.2%	5.1%	8.2%
COc1cccc(NC(=O)c2nnn(Cc3ccc(Br)cc3F)c2N)c1	8.5%	i	-13.1%	1.8	46	7.0%	-2.2%	-0.3%	9.3%	4.2%
CCOc1ccc(C(=O)Nc2cc(-c3nc4ccccc4[nH]3)ccc2C)cc1[N+](=O)[O-]	-14.2%	i	-23.0%	1.6	63	1.2%	-7.6%	-0.1%	12.0%	-2.9%
Cc1c(Cl)c([N+](=O)[O-])nn1CCCC(=O)NCCc1ccccc1	-11.2%	i	-6.0%	2.0	68	-2.5%	-0.6%	0.6%	10.7%	5.9%
COc1ccc(C(=O)N2CC3(C)CC2CC(C)(C)C3)cc1OC (stereo unspecified)	4.3%	i	26.3%	-0.1	55	1.3%	-3.5%	-0.1%	4.5%	10.0%
Cc1ccccc1-c1nc(C#N)c(NCc2ccco2)o1	4.6%	i	5.3%	9.4	69	31.9%	7.1%	0.2%	11.8%	25.4%
Cc1cccc(NC(=O)CSc2nnc(C)n2Cc2ccccc2)c1	20.0%	i	-5.0%	-3.5	88	-0.2%	0.0%	-0.1%	-8.4%	3.1%
O=C(N/N=C/c1cccc(OC(=O)c2ccccc2Cl)c1)c1cccnc1	-10.0%	.	-4.0%	4.0	61	13.9%	-14.1%	-0.1%	4.6%	9.4%
O=C(Cc1c(F)cccc1Cl)Nc1ccc(S(=O)(=O)N2CCOCC2)cc1	28.7%	.	-1.6%	-0.2	63	14.9%	-10.3%	-0.1%	7.7%	2.9%
COCCC(=O)N1CCC(Oc2ccc(C(=O)N3C[C@@H](C)O[C@@H](C)C3)cc2)CC1	-3.9%	.	-4.5%	1.8	62	11.2%	-1.6%	0.0%	6.4%	.
CC(C)CN(Cc1cc(=O)oc2cc(-c3ccccc3)c(O)cc12)CC(C)C	-6.1%	i	10.0%	13.7	51	9.8%	-7.0%	-0.1%	3.7%	10.6%
Cc1nn2c(C(F)(F)F)c3c(nc2c1-c1ccccc1)CCC3	8.5%	i	-3.0%	3.2	90	-2.7%	-1.8%	0.4%	4.0%	22.6%
Cc1cc(NC(=O)CN2CCN(c3ccccn3)CC2)ccc1Br	6.5%	.	-5.9%	-0.8	90	11.3%	-2.6%	0.0%	7.7%	8.6%
CCC(C)Cn1c(O)cc2nn(-c3nc4ccccc4s3)c(=O)c-2c1C (stereo unspecified)	5.3%	i	-1.7%	2.4	77	55.1%	0.8%	0.0%	12.2%	.
COc1ccccc1NC(=O)Cn1cncc1-c1ccc([N+](=O)[O-])cc1	15.8%	.	5.6%	1.2	53	-19.4%	-12.3%	-0.1%	12.1%	1.1%
CC(Cc1ccccc1)C(=O)Nc1ccc(Br)cc1 (stereo unspecified)	-2.0%	.	4.4%	1.1	46	3.1%	-2.3%	0.0%	-6.1%	15.4%
COc1ccc(N2C(=O)CSC23CCCCC3)cc1	-7.8%	i	-5.5%	0.7	80	0.3%	-2.6%	-0.5%	1.9%	0.6%
Cc1ccc(S(=O)(=O)N2CCOC2CNC(=O)C(=O)NCCN2CCOCC2)cc1 (stereo unspecified)	20.3%	.	9.4%	0.8	51	9.4%	0.3%	-0.2%	6.3%	23.1%
CC(C(=O)Nc1ccc2c(c1)OCCO2)N1CCN(C(=O)c2ccco2)CC1 (stereo unspecified)	13.3%	i	-1.8%	-0.2	55	5.4%	-5.5%	0.2%	-0.5%	8.7%
COc1ccc(C(=O)Nc2ncc3c(n2)-c2ccccc2CC3)cc1	-17.4%	i	-1.7%	-3.8	81	6.1%	-4.3%	0.2%	2.4%	0.8%
CC(C)OCCCNc1ccc(N2C(=O)CCCC2=O)cc1[N+](=O)[O-]	11.7%	.	-2.9%	1.0	62	4.3%	-1.3%	-0.2%	8.0%	11.4%
CCOc1cccc(NC(=O)CC#N)c1	5.9%	i	-4.4%	-0.1	63	2.6%	-4.0%	-0.2%	-1.7%	8.6%
Cc1ccccc1Nc1nc(N)nc(COC(=O)c2ccccc2)n1	3.0%	i	2.4%	2.5	13	-5.0%	-3.6%	0.0%	2.4%	8.3%
CS(=O)(=O)NCc1nnc(SCc2ccccc2C(F)(F)F)o1	15.6%	i	-4.3%	-0.2	53	19.3%	-1.4%	-0.1%	0.6%	2.8%
CCOc1cc(-c2c(C#N)c(=O)[nH]c3c2c(C)nn3-c2ccc(F)cc2)ccc1O	7.9%	i	9.1%	-4.8	19	25.3%	3.9%	-0.4%	7.2%	34.0%
CCOc1ccc(-c2nnc(N(CC)C(=O)C3CCC3)s2)cc1	7.1%	i	-3.3%	-0.2	102	-21.7%	4.5%	-0.2%	6.3%	4.4%
CCOc1ccc(CCNC(=O)CCn2nc(C)c3c(C)n(-c4ccccc4)nc3c2=O)cc1	22.0%	.	8.5%	0.1	71	8.5%	-7.2%	-0.1%	12.1%	13.9%
COc1ccc(C(=O)NCc2c(CC(C)C)oc(C)c2C(=O)O)cc1	8.4%	i	1.8%	-0.7	57	3.5%	1.4%	0.2%	10.1%	-1.7%
O=C1CSC(=S)N1Cc1cccnc1	2.8%	i	-10.3%	1.9	41	-12.5%	1.6%	-0.1%	10.5%	10.3%
O=C(NCCS(=O)(=O)N1CCN(c2ccccc2F)CC1)C1CC(=O)N(c2ccccc2)C1 (stereo unspecified)	14.8%	.	-1.1%	2.1	55	10.6%	0.9%	0.1%	-6.3%	12.7%
COC(=O)c1cc(NC(=O)c2cc(C(C)(C)C)nn2Cc2ccc(F)cc2)ccc1N1CCOCC1	-11.2%	i	-0.1%	3.4	36	18.2%	.	0.3%	.	12.3%
O=C(Cc1cccs1)N/N=C/C=C/c1ccccc1	-3.4%	i	3.8%	0.0	61	23.9%	2.6%	-0.2%	-2.5%	17.3%
CC(=O)Nc1ccc(NC(=O)C(C)OC(=O)c2oc3ccccc3c2C)cc1 (stereo unspecified)	.	.	.	-1.1	70	.	2.2%	.	1.4%	7.4%
CS(=O)(=O)N(CC(=O)N1CCOCC1)c1cccc([N+](=O)[O-])c1	7.6%	i	-10.5%	2.3	53	-2.6%	-8.6%	-0.1%	-7.4%	-0.1%
O=C(CSC(=S)N1CCCC1)Nc1cc2c(cc1Br)OCCO2	6.1%	.	3.0%	0.1	37	9.7%	-9.8%	-0.1%	0.2%	21.0%
